From PubChem
ZTA counter: ZTA (EBV) inhibition in EBNA-1 counter-screen. P03206. ZTA-DNA binding, fluorescence polarization. inhibition, % at 11 µM. hit rate 0.15% among 320,000. AID 2234; in the data active means inhibition above about 33%
RPL19A-GFP yeast: RPL19A-GFP expression modulators in yeast, primary screen, cell-based, S. cerevisiae, multiplex flow cytometry, MLPCN; S. cerevisiae RPL19A-GFP strain, 3 h; hits give low values; percent response vs DMSO, % at 10 µM; hit rate 0.3% among 330,000; AID 2025, 2009;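 active means percent response vs DMSO below 50%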;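 further: median channel GFP fluorescence of the barcoded RPL19A-GFP strain; ratio of sample median GFP to plate DMSO average so 100% = DMSO; lower means less RPL19A-GFP as with rapamycin TOR inhibition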
MEP2 TOR yeast: modulators of MEP2-GFP levels in yeast, primary screen, S. cerevisiae, multiplex flow cytometry, MLPCN library; S. cerevisiae MEP2-GFP strain, 3 h; 100% = DMSO control level; GFP response vs DMSO, % at 10 µM; hit rate 0.51% among 330,000; AID 2016, 2009;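 active means GFP response versus DMSO above a set limit, roughly screen mean plus 3 SD, cut at about 180% in these data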;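 further: median GFP fluorescence of the barcode-gated MEP2-GFP cells per well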
procasp7 counter: procaspase-7 activators, primary screen, counter-screen for procaspase-3 activator project, biochemical, absorbance, HTS, human; recombinant procaspase-7, Ac-DEVD-pNA absorbance 405 nm; D23A/D198A/D206A triple mutant, cannot self-cleave; scale: DMSO 0, 5 µM enzyme 100; hit rate 0.093% among 330,000; activation, % at 8.5 µM; Caspase-7 (Homo sapiens), P55210;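 active means percent activation above the screen-wide mean plus 3 SD, cut at about 25% in these data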
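Material: Procaspase-7 triple mutant (PC-7 D3A) | Quantity: 2 µM procaspase-7 mutant as dispensed | Reagent: DEVD-pNA substrate | Times: 1 h preincubation, 2 h reaction | Technique: 405 nm absorbance of p-nitroaniline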
proCasp3 act: activators of human procaspase-3 D3A mutant, primary screen, biochemical, absorbance, PC-3 D3A mutant, single concentration. Caspase-3 (Homo sapiens), P42574. recombinant procaspase-3 D3A, Ac-DEVD-pNA absorbance 405 nm. activation, % at 8.5 µM. hit rate 0.11% among 330,000. AID 463141, 2010;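 active means activation above the mean of all tested compounds plus 3 SD, cut at about 21% in these data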;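 further: 0% = DMSO alone and 100% = DMSO wells spiked with extra 5 µM PC-3 D3A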
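material = Procaspase-3 D3A mutant | probe or stimulus = Ac-DEVD-pNA | compound = single dose, 8.5 µM nominal compound, 0.8% DMSO | timing = 1 h preincubation, 2 h reaction | measured by = 405 nm absorbance of p-nitroaniline, reads at 0 and 120 min | benchmarks = DMSO-only low control, 5 µM PC-3 D3A high control | repeats = singlicate, each compound tested once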
EBNA-1 inh: EBNA-1 DNA-binding inhibitors, primary screen, biochemical, fluorescence polarization. inhibition, % at 14.8 µM. hit rate 0.34% among 300,000; in the data active means inhibition above about 28%
AHR act: AHR activators, primary screen, cell-based, luminescence, luciferase reporter, human; hit rate 2.5% among 320,000; activation, % at 5 µM; Aryl hydrocarbon receptor (Homo sapiens), P35869; AHR-responsive luciferase reporter cells; in the data active means activation above about 47%;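 further: 0% = vehicle wells and 100% = reference agonist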
LAP4-GFP MLPCN: modulators of LAP4-GFP expression in yeast, primary screen, S. cerevisiae, multiplex flow cytometry, MLPCN library | hit rate 0.34% among 320,000 | GFP response vs DMSO, % at 10 µM | AID 2023, 2009 | 3 h; median GFP as percent of DMSO wells;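 active means GFP response vs DMSO above a set limit, about the screen mean plus 3 SD, cut at about 150% in these data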
* = called active by the depositor; x = no result given; [ ] = remark or other dose.

SMILES	ZTA counter	RPL19A-GFP yeast	MEP2 TOR yeast	procasp7 counter	proCasp3 act	EBNA-1 inh	AHR act	LAP4-GFP MLPCN
Cc1[nH]c(=O)[nH]c(=O)c1S(=O)(=O)N1CCCC(C(=O)NCCC2=CCCCC2)C1 (stereo unspecified)	3	88	92	2	8	-2	1	90
Cc1ccc(C)c(OCCCNCc2ccccc2)c1	12	100	102	3	-5	1	5	89
Cc1cc2cc(CN(CCN3CCOCC3)C(=O)Nc3ccccc3F)c(=O)[nH]c2cc1C	16	97	94	15	-4	4	3	95
CC1=C(C(=O)OC2CCCCC2)C(c2ccccc2F)NC(=O)N1 (stereo unspecified)	6	105	102	4	7	7	1	93
O=C(CCNS(=O)(=O)c1ccc2[nH]c(=O)oc2c1)Nc1cccc(Br)c1	15	98	102	13	-6	9	4	99
O=C1Nc2ccccc2C12OCCO2	-13	100	101	-4	4	7	2	97
CS(=O)(=O)N(CC(=O)N1CCCCCC1)c1cccc([N+](=O)[O-])c1	-20	95	118	9	2	-7	-3	90
O=C(Nc1ccc(NC(=O)C2CCCCC2)nc1)c1ccccn1	-14	103	97	5	-8	-18	7	104
Cc1cc(C)cc(N(CCC#N)C(=O)COC(=O)CNC(=O)c2sc3ccccc3c2Cl)c1	-4	102	107	8	-10	-11	-2	103
CCOC(=O)c1c(NC=O)sc2c1CCC2	5	106	101	-1	7	13	0	95
CC(C)(O)C(=O)NN(C(=O)c1ccccc1)c1cccc(Br)c1	2	97	100	7	-2	10	-1	94
c1ccc2oc(-c3ccc(Nc4nc(N5CCCCC5)nc(N5CCOCC5)n4)cc3)nc2c1	5	99	97	0	4	12	-1	104
Cc1nc2oc3ccccc3c(=O)c2cc1C(=O)O	1	109	108	5	12	4	-2	90
O=C(c1cccc(F)c1)N1CCCC(C(=O)N2CCCC2)C1 (stereo unspecified)	-8	108	106	2	-2	12	-2	104
Cc1sc(N/N=C/c2ccco2)nc1-c1ccccc1	7	100	105	5	4	0	170*	101
Cc1ccc(NS(=O)(=O)c2ccc3c(c2)NC(=O)CO3)c(C)c1	-1	97	99	4	-5	-1	2	96
O=[N+]([O-])c1cc(-c2ncccn2)c([N+](=O)[O-])s1	0	105	113	-30	-16	-5	24	110
COCCN(Cc1cc2cc(C)cc(C)c2nc1Cl)C(=O)Nc1ccccc1	-12	98	96	8	-9	56*	8	103
COc1cccc(OC)c1OC(=O)c1cnccn1	9	108	103	16	10	5	-1	95
Cc1ccc(NS(=O)(=O)c2ccc3oc(=O)ccc3c2)cc1Cl	-4	98	98	-2	-1	9	0	98
CCC1(c2ccccc2)NC(=O)N(CC(=O)NCc2ccccc2OC)C1=O (stereo unspecified)	-26	106	106	2	4	-16	1	93
Cn1c(C2CCCCC2)nc2ccccc21	-13	102	100	12	-8	-1	-3	93
CCOC(=O)c1c(C)nn(Cc2cccc(Cl)c2)c1N	2	109	93	4	0	8	4	91
O=C(CCN1C(=O)c2ccccc2S1(=O)=O)Nc1cccc2ccccc12	-6	92	91	2	2	-12	6	92
COc1ccc(CCNC(=O)Cc2cccs2)cc1OC	1	100	109	-4	-9	-10	0	102
Cc1oc(/N=C/c2ccc(O)cc2O)c(C#N)c1C	-5	98	99	-8	-7	-11	23	103
CCc1ccc(NC(=O)c2[nH]c(C)c(C(C)=O)c2C)cc1	1	102	100	4	-1	-18	20	103
CCCSc1nc(N2CCOCC2)c2c(c1C#N)CCCC2	-15	94	101	1	-2	7	6	93
O=C(NS(=O)(=O)Nc1ccc(Br)cn1)c1c[nH]c2ccccc12	-6	106	99	1	1	0	10	94
CCO[C@@H]1OC(C(=O)N2CCN(Cc3ccc4c(c3)OCO4)CC2)=C[C@H](C2CCCCC2)[C@H]1CCCO	10	98	88	-1	10	13	0	104
COc1ccc(-n2c(-c3ccccc3)nnc2-c2ccc(Cl)cc2)cc1	13	98	96	-1	13	11	0	98
Cc1noc(C)c1NC(=O)N(C)C[C@H]1Oc2ccc(NC(=O)NC(C)C)cc2C(=O)N([C@H](C)CO)C[C@H]1C	x	96	90	0	0	x	1	80
Cc1c(Br)c([N+](=O)[O-])nn1C(C)C(=O)NCc1cccnc1 (stereo unspecified)	4	98	100	-1	5	2	-1	100
Fc1ccccc1/C=N/Nc1ncnc2nc[nH]c12	5	97	93	-4	7	4	130*	100
CCCCOC(=O)c1[nH]c(C)c(C(=O)OC)c1C	-4	96	90	-2	-9	2	12	96
CCOc1ccc(N2C(=O)c3ccccc3NC2(C)CC)cc1 (stereo unspecified)	8	102	105	8	-2	x	2	106

2 compounds picked at random from the list so far, as already listed:
SMILES	ZTA counter	RPL19A-GFP yeast	MEP2 TOR yeast	procasp7 counter	proCasp3 act	EBNA-1 inh	AHR act	LAP4-GFP MLPCN
Fc1ccccc1/C=N/Nc1ncnc2nc[nH]c12	5	97	93	-4	7	4	130*	100
CCOc1ccc(N2C(=O)c3ccccc3NC2(C)CC)cc1 (stereo unspecified)	8	102	105	8	-2	x	2	106

Additional entries follow.
SMILES	ZTA counter	RPL19A-GFP yeast	MEP2 TOR yeast	procasp7 counter	proCasp3 act	EBNA-1 inh	AHR act	LAP4-GFP MLPCN
CCN(CC)S(=O)(=O)c1ccc(NN=C2CCN(C)CC2)c([N+](=O)[O-])c1	7	99	100	-9	-5	1	3	102
CC(C)NC(=O)c1onc(CSc2nc3ccccc3[nH]2)c1C(=O)NC(C)C	-7	95	93	1	6	9	-2	131
O=C(CCN1C(=O)c2ccccc2S1(=O)=O)Nc1ccccc1	-4	104	110	-6	11	6	-5	101
CCS(=O)(=O)NCCc1cc2ccc(C)cc2[nH]c1=O	-26	100	105	-10	7	-3	5	100
CC1(C(=O)Nc2nccs2)Cc2ccccc2C(=O)O1 (stereo unspecified)	10	102	97	-1	-2	-3	-3	103
COc1cc([N+](=O)[O-])ccc1NC(=O)Cc1ccccc1	9	101	103	3	13	3	-2	115
CCOC(=O)c1cc(C(=O)Nc2cccc(C)c2)nn1C	13	104	105	6	2	-1	5	116
CC(=O)c1cccc(N(CC(=O)NC2CCCCC2)C(=O)CNC(=O)c2cccs2)c1	14	101	106	2	-8	-9	4	94
CCN=C1SC(C(=O)Nc2cccc(C)c2)CC(=O)N1CC (stereo unspecified)	5	98	93	-12	-1	-8	20	92
CCOCCCn1c(=N)c(S(=O)(=O)c2ccccc2)cc2c(=O)n3cc(C)ccc3nc21	-10	87[may fluoresce violet]	176*[may fluoresce violet]	-23	-19	-7	-1	95[may fluoresce violet]
CC1Cc2ccccc2N1C(=O)CSc1nnnn1Cc1ccccc1 (stereo unspecified)	15	95	94	-5	-3	4	48*	98
Cc1ccc(/C=N/n2c(-c3ccc(Cl)cc3)n[nH]c2=S)o1	2	98	94	-20	-13	14	8	106
O=C(CSCc1cnn(-c2ccccc2)c1-n1cccc1)NCc1cccnc1	8	96	104	-1	5	1	1	111
COC(=O)c1ccccc1NC(=O)C1CCN(C(=O)Cc2ccccc2)CC1	-3	94	86	-8	-4	8	0	82
O=C(Nc1nc2ccccc2[nH]1)c1cc2ccccc2o1	1	100	97	8	1	-4	56*	96
CCN1C(=O)/C(=C/C=C2\N(CC)c3cc(S(=O)(=O)N(C)C)ccc3N2c2ccccc2)SC1=S	-13	101	107	-11	-7	-5	2	115
COc1ccc(-c2cc(C(=O)NCCCN3CCOCC3)c3cc(C(C)C)ccc3n2)cc1	4	101	103	3	8	16	-3	110
O=C(/C=C/c1ccc2ccccc2n1)N1CCN(S(=O)(=O)c2ccccc2F)CC1	5	101	102	10	9	4	-1	107
O=C(Nc1ccc(COc2ccccc2)cc1)Oc1ccccc1N1CCOCC1	1	90	91	-9	1	2	1	103
CCOC(=O)c1ccc(NC(=O)c2cc(C)nn2-c2ccccc2)cc1	1	92	94	6	1	2	1	97
COCCNC(=O)C(c1cccs1)N(Cc1ccccc1)C(=O)Cn1nnc2ccccc21 (stereo unspecified)	4	96	89	3	4	1	-1	x
CCOc1ccc(-c2csc(NC(=O)C3CCCO3)n2)cc1 (stereo unspecified)	4	96	106	-7	1	1	9	118
CCOC(=O)[C@@H]1[C@H]2COc3cc(OC)ccc3[C@@H]2N2C(=O)N(c3ccc(Cl)cc3)C(=O)[C@@]12C	-3	98	92	5	-4	-4	2	106
Cc1ccc(C(=O)NN2C(=O)C3C4c5ccccc5C(c5ccccc54)[C@@H]3C2=O)cc1 (stereo partly specified)	2	x	x	-8	1	-16	0	x
CCN(CC)C(=O)C1CCCN(C(=O)c2cc(COc3ccc4ncccc4c3)on2)C1 (stereo unspecified)	-4	95	102	1	2	-6	1	110
O=S(=O)(CCSc1nc2ccccc2s1)c1nc2ccccc2s1	-11	98	105	-5	-2	-4	12	120

Compounds above with an NH in an aromatic ring:
SMILES	ZTA counter	RPL19A-GFP yeast	MEP2 TOR yeast	procasp7 counter	proCasp3 act	EBNA-1 inh	AHR act	LAP4-GFP MLPCN
Cc1[nH]c(=O)[nH]c(=O)c1S(=O)(=O)N1CCCC(C(=O)NCCC2=CCCCC2)C1 (stereo unspecified)	3	88	92	2	8	-2	1	90
Cc1cc2cc(CN(CCN3CCOCC3)C(=O)Nc3ccccc3F)c(=O)[nH]c2cc1C	16	97	94	15	-4	4	3	95
O=C(CCNS(=O)(=O)c1ccc2[nH]c(=O)oc2c1)Nc1cccc(Br)c1	15	98	102	13	-6	9	4	99
CCc1ccc(NC(=O)c2[nH]c(C)c(C(C)=O)c2C)cc1	1	102	100	4	-1	-18	20	103
O=C(NS(=O)(=O)Nc1ccc(Br)cn1)c1c[nH]c2ccccc12	-6	106	99	1	1	0	10	94
Fc1ccccc1/C=N/Nc1ncnc2nc[nH]c12	5	97	93	-4	7	4	130*	100
CCCCOC(=O)c1[nH]c(C)c(C(=O)OC)c1C	-4	96	90	-2	-9	2	12	96
CC(C)NC(=O)c1onc(CSc2nc3ccccc3[nH]2)c1C(=O)NC(C)C	-7	95	93	1	6	9	-2	131
CCS(=O)(=O)NCCc1cc2ccc(C)cc2[nH]c1=O	-26	100	105	-10	7	-3	5	100
Cc1ccc(/C=N/n2c(-c3ccc(Cl)cc3)n[nH]c2=S)o1	2	98	94	-20	-13	14	8	106
O=C(Nc1nc2ccccc2[nH]1)c1cc2ccccc2o1	1	100	97	8	1	-4	56*	96
